Bioassay records as filed in PubChem BioAssay.
eLon inh – inhibitors of E. coli Lon protease, primary screen, biochemical, fluorescence polarization. P0A9M0. purified E. coli Lon protease. inhibition, % at 7.94 µM. 0.42% of 360,000 active. AID 602123, 2011; in the data active = inhibition above about 13%, passing the limit was not always enough;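 also: 0% = enzyme with probe and DMSO and 100% = no enzyme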
Target sequence (P0A9M0 whole entry, looked up): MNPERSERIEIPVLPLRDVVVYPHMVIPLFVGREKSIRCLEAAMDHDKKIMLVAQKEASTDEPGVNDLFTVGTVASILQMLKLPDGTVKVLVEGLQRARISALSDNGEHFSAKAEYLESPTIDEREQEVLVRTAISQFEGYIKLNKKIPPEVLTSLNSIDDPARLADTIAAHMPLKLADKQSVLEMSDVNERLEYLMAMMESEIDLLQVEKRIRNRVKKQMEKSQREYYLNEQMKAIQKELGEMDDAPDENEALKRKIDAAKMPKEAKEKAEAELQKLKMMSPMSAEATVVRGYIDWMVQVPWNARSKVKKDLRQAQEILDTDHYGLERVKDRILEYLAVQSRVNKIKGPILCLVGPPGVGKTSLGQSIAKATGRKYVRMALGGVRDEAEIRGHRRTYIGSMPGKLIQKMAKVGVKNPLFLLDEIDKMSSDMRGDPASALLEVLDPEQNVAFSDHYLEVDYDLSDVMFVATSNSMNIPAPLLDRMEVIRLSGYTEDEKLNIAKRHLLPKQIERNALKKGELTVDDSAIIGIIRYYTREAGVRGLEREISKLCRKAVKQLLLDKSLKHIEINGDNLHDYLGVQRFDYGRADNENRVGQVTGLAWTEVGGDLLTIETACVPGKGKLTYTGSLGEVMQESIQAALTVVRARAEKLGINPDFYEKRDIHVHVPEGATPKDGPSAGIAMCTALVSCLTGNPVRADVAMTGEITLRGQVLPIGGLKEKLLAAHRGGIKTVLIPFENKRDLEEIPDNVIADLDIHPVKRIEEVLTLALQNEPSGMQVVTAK
FAS TE block – FAS thioesterase domain inhibitors, primary screen, biochemical, fluorescence intensity, uHTS. recombinant FAS-TE, OMFH fluorogenic substrate, fluorescence endpoint. inhibition, % at 15 µM. 0.67% of 360,000 active;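 active = compounds whose normalised, plate-corrected inhibition of enzyme fluorescence in the single-dose primary screen is 50% or more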;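 also: 0% = DMSO with enzyme and 100% = substrate without enzyme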
CendR NRP1 mod – modulators of CendR peptide binding to NRP-1, primary screen, biochemical, fluorescence polarization, uHTS; FAM-RPARPAR peptide binding to NRP-1; AID 602438, 2012; inhibition, % at 25 µM; 0.85% of 360,000 active;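 active = inhibition or corrected inhibition above about 18%, plus a signal ratio from 0.5 to 1.5, limit read from the data, passing the limit was not always enough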; also: strong numbers were not always called active
Rin1-Abl PPI inh – inhibitors of Rin1-Abl protein binding, primary screen, biochemical, TR-FRET; inhibition, % at 7.35 µM; 0.4% of 360,000 active; AID 588664, 2011; Tyrosine-protein kinase ABL1 (Homo sapiens) + Ras and Rab interactor 1 (Homo sapiens), …; in the data active = inhibition above about 5%, passing the limit was not always enough
SKN-1 inh – suppressors of acrylamide-induced Pgst-4::GFP reporter in worms, primary screen, SKN-1 inhibitor project, whole organism, uHTS, GFP/RFP fluorescence ratio, strain VP596 | C. elegans VP596 Pgst-4::GFP/RFP ratio, 24 h | 0.49% of 360,000 active | inhibition, % at 21.8 µM | AID 624304, 2012;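 active = interference check ratio from 0.5 to 1.5 plus GFP to RFP signal ratio inhibition reaching or exceeding a fixed threshold, cut at about 30% in these data, passing the limit was not always enough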; also: some compounds called inactive have numbers as strong as hits
MT1-MMP act inh – blockers of MT1-MMP proenzyme processing, primary screen, HT1080 RFP-PRO-GFP cells, GFP/RFP fluorescence | GFP/RFP ratio fluorescence, overnight; percent of plate control window, DMSO zero | GFP/RFP ratio change, % at 20 µM | Matrix metalloproteinase-14 (Homo sapiens), P50281 | 0.061% of 360,000 active;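 active = GFP/RFP ratio change of at least 30% with cell ATP level not reduced by more than half and red fluorescence within 50% of control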; also: strong numbers were not always called active
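Assay system: HT1080 RFP-PRO-GFP cells. Benchmarks: DMSO vehicle wells and RFP-L50D-GFP reporter cell wells. Times: overnight cell settling, then overnight compound exposure, 37 °C, 5% CO2. Compound: 20 µM single dose, 1% DMSO. Read-out basis: GFP/RFP fluorescence ratio.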
MsrA act – bovine MsrA enzyme activators, primary screen, biochemical, absorbance, HTS | Methionine sulfoxide reductase A (Bos taurus) | purified bovine MsrA, absorbance read-out | 0.3% of 360,000 active | activation, % at 10.6 µM; in the data active = activation above about 7.5%;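 also: 0% = vehicle and 100% = reference activator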
Neddylation inh – inhibitors of cullin neddylation, primary screen, biochemical, TR-FRET, uHTS, NAE and Ubc12. NEDD8-conjugating enzyme Ubc12 (Homo sapiens) + NEDD8-activating enzyme E1 regulatory …. calls only at 25 µM. 0.58% of 360,000 active. AID 651699, 2012; in the data active = inhibition above about 36%
MsrA inh – bovine MsrA enzyme inhibitors, primary screen, biochemical, absorbance, HTS; Methionine sulfoxide reductase A (Bos taurus); purified bovine MsrA, absorbance read-out; inhibition, % at 15.5 µM; 0.75% of 360,000 active; AID 651718, 2012; in the data active = inhibition above about 4.5%;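 also: 0% = vehicle wells with enzyme and 100% = reference inhibitor wells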
Active calls of the source: *.

`COC(=O)c1cn(C(=O)c2ccccc2)c2ccccc12` gave eLon inh -1, FAS TE block 10, CendR NRP1 mod 6, Rin1-Abl PPI inh 0, SKN-1 inh 13, MT1-MMP act inh 6, MsrA act -3, Neddylation inh inactive and MsrA inh -0.3.
Screening CCCn1c(SCC(=O)Nc2ccccc2C(=O)NC2CC2)n[nH]c1=O returned eLon inh 6, FAS TE block -4, CendR NRP1 mod 4, Rin1-Abl PPI inh -2, SKN-1 inh 10, MT1-MMP act inh -3, MsrA act -2, Neddylation inh inactive and MsrA inh 1.3.
`C/C(=N\NC(=O)c1ccc(CN2CCOCC2)cc1)c1ccc([N+](=O)[O-])cc1` gave eLon inh 5, FAS TE block 3, CendR NRP1 mod 0, Rin1-Abl PPI inh -4, SKN-1 inh -8, MT1-MMP act inh 6, MsrA act 0, Neddylation inh inactive and MsrA inh 1.7.
`C[C@H]1C(=O)N(C)CCN1C(=O)c1ccccc1OC1CCN(S(C)(=O)=O)CC1` gave eLon inh -8, FAS TE block -4, CendR NRP1 mod 1, Rin1-Abl PPI inh 3, SKN-1 inh 5, MT1-MMP act inh -3, MsrA act -1, Neddylation inh inactive and MsrA inh 0.6.
Screening Oc1ccc(-c2cc(-c3ccc(O)cc3)nc(-c3ccccc3)n2)cc1 returned eLon inh 5, FAS TE block 36, CendR NRP1 mod 7, Rin1-Abl PPI inh 1, SKN-1 inh 1, MT1-MMP act inh -2, MsrA act -3, Neddylation inh inactive and MsrA inh -0.4.
CC(C)Oc1ccccc1OC1(C)CCN(Cc2ccc(OC(F)(F)F)cc2)C1 (centres undefined) was read as eLon inh 7, FAS TE block 16, CendR NRP1 mod 16, Rin1-Abl PPI inh 4, SKN-1 inh 20, MT1-MMP act inh 0, MsrA act -5, Neddylation inh inactive and MsrA inh 3.2.
Screening O=C(NCc1ccco1)c1cc([N+](=O)[O-])cc([N+](=O)[O-])c1 returned eLon inh -7, FAS TE block -1, CendR NRP1 mod -10, Rin1-Abl PPI inh -2, SKN-1 inh 11, MT1-MMP act inh -2, MsrA act 1, Neddylation inh inactive and MsrA inh 1.3.
CC(C)Cc1csc(NC(=O)c2ccccc2Cl)c1C(=O)O was read as eLon inh 10, FAS TE block -1, CendR NRP1 mod -8, Rin1-Abl PPI inh 2, SKN-1 inh 4, MT1-MMP act inh 4, MsrA act -5, Neddylation inh inactive and MsrA inh 0.2.
CCCCN1C(=O)/C(=C2/Sc3ccccc3N2C)S/C1=N\c1ncn[nH]1 was read as eLon inh -70, FAS TE block -15, CendR NRP1 mod -143, Rin1-Abl PPI inh -10, SKN-1 inh 1, MT1-MMP act inh -10, MsrA act 0, Neddylation inh inactive and MsrA inh -1.3.
O=C(OCc1ccc(Cl)cc1)c1ccccc1C(=O)c1ccccc1 was read as eLon inh 8, FAS TE block 28, CendR NRP1 mod -2, Rin1-Abl PPI inh -4, SKN-1 inh 5, MT1-MMP act inh -1, MsrA act -5, Neddylation inh inactive and MsrA inh 1.3.
For O=C(/C(C=Nc1cccc(C(F)(F)F)c1)=C(/O)c1ccco1)C(F)(F)F the results were eLon inh -5, FAS TE block 4, CendR NRP1 mod -8, Rin1-Abl PPI inh -1, SKN-1 inh 8, MT1-MMP act inh -8, MsrA act -4, Neddylation inh inactive and MsrA inh 2.2.
CCOc1ccccc1Oc1coc2cc(OC(=O)c3ccco3)ccc2c1=O was read as eLon inh -10, FAS TE block 15, CendR NRP1 mod 2, Rin1-Abl PPI inh 2, SKN-1 inh 0, MT1-MMP act inh 6, MsrA act -9 and MsrA inh -1.2.
O=C(NC1CC2CCCC(C1)N2Cc1ccccc1)C1CCCCC1 (centres undefined) was read as eLon inh -2, FAS TE block -10, CendR NRP1 mod -4, Rin1-Abl PPI inh 0, SKN-1 inh 0, MT1-MMP act inh -3, MsrA act -6, Neddylation inh inactive and MsrA inh -0.3.
`COc1ccc(S(=O)(=O)N2CCc3ccccc32)cc1C(=O)Nc1cc(S(C)(=O)=O)ccc1Cl` gave eLon inh 0, FAS TE block -1, CendR NRP1 mod 6, Rin1-Abl PPI inh -1, SKN-1 inh 9, MT1-MMP act inh -4, MsrA act 2, Neddylation inh inactive and MsrA inh -0.9.
Screening COc1ccc(OC)c(S(=O)(=O)Oc2ccc(N)c3ccccc23)c1 returned eLon inh 10, FAS TE block 9, CendR NRP1 mod -2, Rin1-Abl PPI inh -4, SKN-1 inh -7, MT1-MMP act inh 9, MsrA act -8, Neddylation inh inactive and MsrA inh 1.3.
`COC(=O)c1cc(NC(=O)c2cc(C(C)(C)C)nn2Cc2cccc(C)c2)ccc1N1CCOCC1` gave eLon inh 7, FAS TE block 25, CendR NRP1 mod -4, Rin1-Abl PPI inh -2, SKN-1 inh 1, MT1-MMP act inh -6, MsrA act -6, Neddylation inh inactive and MsrA inh -0.1.
For Cc1ccc(C2C(C#N)=C(N)N(c3ncn[nH]3)C3=C2C(=O)CC(C)(C)C3)cc1 (centres undefined) the results were eLon inh -4, FAS TE block -70, CendR NRP1 mod 12, Rin1-Abl PPI inh 3, SKN-1 inh 0, MT1-MMP act inh -2, MsrA act 1, Neddylation inh inactive and MsrA inh 1.5.
For O=C(Nc1cccnc1)c1ccccc1F the results were eLon inh -1, FAS TE block -9, CendR NRP1 mod 8, Rin1-Abl PPI inh -1, SKN-1 inh -4, MT1-MMP act inh -3, MsrA act 0, Neddylation inh inactive and MsrA inh 1.5.
CSC1=NC2C(N1)N(C)C(=O)N2C (centres undefined) was read as eLon inh -9, FAS TE block -2, CendR NRP1 mod 20, Rin1-Abl PPI inh -2, SKN-1 inh -9, MT1-MMP act inh -3, MsrA act -3, Neddylation inh inactive and MsrA inh 0.0.
For CCC1CCCCN1C(=O)COc1cc(=O)n(C)c2ccccc12 (centres undefined) the results were eLon inh -6, FAS TE block -2, CendR NRP1 mod -10, Rin1-Abl PPI inh 0, SKN-1 inh 6, MT1-MMP act inh -1, MsrA act -1, Neddylation inh inactive and MsrA inh -0.8.
For Cc1cc(NC(=O)CSc2nc3ccccc3[nH]2)no1 the results were eLon inh -1, FAS TE block -14, CendR NRP1 mod 5, Rin1-Abl PPI inh -5, SKN-1 inh -16, MT1-MMP act inh 5, MsrA act -4, Neddylation inh inactive and MsrA inh -0.4.
CSC1=NCCN1C(=O)Cc1cccc2ccccc12 was read as eLon inh -8, FAS TE block -5, CendR NRP1 mod -4, Rin1-Abl PPI inh -3, SKN-1 inh -17, MT1-MMP act inh 4, MsrA act -2, Neddylation inh inactive and MsrA inh 1.1.
Screening COC(=O)CN1C(=S)N(c2ccc(OC)cc2)C(=O)/C1=C/c1ccc(N2CCOCC2)cc1 returned eLon inh -278, FAS TE block -7, CendR NRP1 mod -153, Rin1-Abl PPI inh 3, SKN-1 inh 37*, MT1-MMP act inh -134, MsrA act -11, Neddylation inh inactive and MsrA inh 1.0.
`Cc1ccc(SCC(=O)Nc2cccc(-c3nnc(-c4ccco4)o3)c2)cc1` gave eLon inh 0, FAS TE block 20, CendR NRP1 mod -3, Rin1-Abl PPI inh 2, SKN-1 inh 2, MT1-MMP act inh 1, MsrA act -1, Neddylation inh inactive and MsrA inh 0.9.
For COc1cc(/C=N/N2C(C)CCCC2C)cc(Br)c1O (centres undefined) the results were eLon inh -3, FAS TE block -5, CendR NRP1 mod 0, Rin1-Abl PPI inh -2, SKN-1 inh 1, MT1-MMP act inh -2, MsrA act -4, Neddylation inh inactive and MsrA inh 2.7.
CCCN(C(=O)c1cccc(-n2cccc2)c1)c1c(N)n(Cc2ccccc2)c(=O)[nH]c1=O was read as eLon inh -10, FAS TE block -5, CendR NRP1 mod -38, Rin1-Abl PPI inh -1, SKN-1 inh 16, MT1-MMP act inh 0, MsrA act -1, Neddylation inh inactive and MsrA inh -0.5.
COC(=O)c1ccsc1NS(=O)(=O)c1ccccc1 was read as eLon inh -94, FAS TE block -7, CendR NRP1 mod -21, Rin1-Abl PPI inh 4, SKN-1 inh 10, MT1-MMP act inh -26, MsrA act -1, Neddylation inh inactive and MsrA inh -0.6.
For O=C(COC(=O)c1cncc(Br)c1)NCc1ccco1 the results were eLon inh 4, FAS TE block -2, CendR NRP1 mod 9, Rin1-Abl PPI inh 2, SKN-1 inh -11, MT1-MMP act inh -16, MsrA act -1, Neddylation inh inactive and MsrA inh 0.8.
`CN(C)S(=O)(=O)c1ccc(C(=O)Nc2nnc(SCC(=O)NCC3CCCO3)s2)cc1` (centres undefined) gave eLon inh -4, FAS TE block -5, CendR NRP1 mod -3, Rin1-Abl PPI inh 2, SKN-1 inh -11, MT1-MMP act inh 1, MsrA act -3, Neddylation inh inactive and MsrA inh 3.8.
CCOC(=O)N1CCN(C(=O)c2cc(-n3cnnc3)ccc2Cl)CC1 was read as eLon inh -10, FAS TE block -10, CendR NRP1 mod 8, Rin1-Abl PPI inh -2, SKN-1 inh -17, MT1-MMP act inh -3, MsrA act -10, Neddylation inh inactive and MsrA inh 0.6.
Screening O=C(N/N=C\C=C\c1ccc2c(c1)OCO2)C1COc2cc3ccccc3cc2O1 (centres undefined) returned eLon inh -6, FAS TE block 25, CendR NRP1 mod 0, Rin1-Abl PPI inh 2, SKN-1 inh 22, MT1-MMP act inh 3, MsrA act -6, Neddylation inh inactive and MsrA inh -0.6.
`CC(=O)Nc1cccc(C(=O)OCc2ccc([N+](=O)[O-])cc2)c1` gave eLon inh 2, FAS TE block 10, CendR NRP1 mod 0, Rin1-Abl PPI inh 0, SKN-1 inh 3, MT1-MMP act inh 3, MsrA act -4, Neddylation inh inactive and MsrA inh 1.9.
Cc1ccc(-n2c(SCC(=O)O)nc3sc4c(c3c2=O)CC(C)(C)SC4)cc1 was read as eLon inh -4, FAS TE block -6, CendR NRP1 mod 4, Rin1-Abl PPI inh -5, SKN-1 inh -2, MT1-MMP act inh -6, MsrA act -7, Neddylation inh inactive and MsrA inh 0.3.
`CCn1ccnc1CN(C)Cc1cn[nH]c1-c1ccc(F)cc1F` gave eLon inh 0, FAS TE block -7, CendR NRP1 mod 9, Rin1-Abl PPI inh -4, SKN-1 inh 3, MT1-MMP act inh -14, MsrA act -8, Neddylation inh inactive and MsrA inh -0.2.

By substructure, those above with a thiophene ring, fused or not
CC(C)Cc1csc(NC(=O)c2ccccc2Cl)c1C(=O)O was read as eLon inh 10, FAS TE block -1, CendR NRP1 mod -8, Rin1-Abl PPI inh 2, SKN-1 inh 4, MT1-MMP act inh 4, MsrA act -5, Neddylation inh inactive and MsrA inh 0.2.
COC(=O)c1ccsc1NS(=O)(=O)c1ccccc1 was read as eLon inh -94, FAS TE block -7, CendR NRP1 mod -21, Rin1-Abl PPI inh 4, SKN-1 inh 10, MT1-MMP act inh -26, MsrA act -1, Neddylation inh inactive and MsrA inh -0.6.
Cc1ccc(-n2c(SCC(=O)O)nc3sc4c(c3c2=O)CC(C)(C)SC4)cc1 was read as eLon inh -4, FAS TE block -6, CendR NRP1 mod 4, Rin1-Abl PPI inh -5, SKN-1 inh -2, MT1-MMP act inh -6, MsrA act -7, Neddylation inh inactive and MsrA inh 0.3.
